Screening results (PubChem)
miR122 inh = inhibitors of miR-122 in Huh7 cells | 340,000 compounds, 0.3% hits | AID 602342 | Huh7 miR-122 Renilla luciferase sensor, 48 h; neutral wells = 0, positive control = 100 | activation (reporter increase), % at 12.5 µM;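 active = mean replicate activation score at least 90 and every replicate individually at or above 90; inconclusive = only one of the two criteria met; inactive = neither criterion met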;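 also: higher luciferase means less miR-122 activity so hits act as miR-122 inhibitors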
RAD54 branch = RAD54 (human) branch migration inhibition | Q92698 | RAD54 Holliday junction branch migration, FAM/BHQ fluorescence | inhibition, % at 10.4 µM | 360,000 compounds, 0.14% hits | AID 602329;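 active = mean normalized replicate activity at least 40 and at least half of replicates scoring 40 or more; inconclusive = only one of the two criteria met; inactive = mean below 40 and under half of replicates reaching 40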;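 also: 0% = median of neutral control wells and 100% = median of positive control wells; inhibitors cause a drop in the FAM fluorescence signal; in these data hits start at about 50%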
Target sequence (Q92698 whole entry, looked up): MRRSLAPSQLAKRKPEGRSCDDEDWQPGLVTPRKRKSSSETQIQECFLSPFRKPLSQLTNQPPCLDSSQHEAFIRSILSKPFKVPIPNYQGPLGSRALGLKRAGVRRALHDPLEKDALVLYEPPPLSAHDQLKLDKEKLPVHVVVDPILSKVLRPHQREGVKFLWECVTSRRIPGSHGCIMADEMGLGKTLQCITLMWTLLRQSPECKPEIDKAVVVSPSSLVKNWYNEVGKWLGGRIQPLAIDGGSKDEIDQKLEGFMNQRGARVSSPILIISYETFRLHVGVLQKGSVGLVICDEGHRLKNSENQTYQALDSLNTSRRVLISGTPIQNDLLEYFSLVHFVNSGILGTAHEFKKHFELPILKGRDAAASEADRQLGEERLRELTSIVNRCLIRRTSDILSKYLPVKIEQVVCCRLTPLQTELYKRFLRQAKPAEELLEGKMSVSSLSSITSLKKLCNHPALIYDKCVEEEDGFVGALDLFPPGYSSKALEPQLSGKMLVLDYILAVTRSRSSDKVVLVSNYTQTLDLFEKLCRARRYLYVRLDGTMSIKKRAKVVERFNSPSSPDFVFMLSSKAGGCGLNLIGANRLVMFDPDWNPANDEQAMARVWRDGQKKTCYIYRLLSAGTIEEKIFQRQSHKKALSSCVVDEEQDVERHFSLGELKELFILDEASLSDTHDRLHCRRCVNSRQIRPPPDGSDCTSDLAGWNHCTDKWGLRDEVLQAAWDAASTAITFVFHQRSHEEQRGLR
Cneo AK release = causes C. neoformans cell lysis. adenylate kinase release luminescence, 4 h; normalised: neutral wells 0, clomiphene wells 100. lysis activity, % at 15 µM. 360,000 compounds, 0.2% hits. AID 651654;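 active = mean lysis activity across replicates of at least 80%, whatever share of replicates individually reach that level; inactive = mean lysis activity below 80%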
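Test system: log-phase Cryptococcus neoformans yeast cells; Quantity: yeast cell density of 5 × 10^6 cells/mL; Buffer or medium: YPD; Doses: single compound concentration per well; Timing: 4 h at 37 °C static, read 1 h later; Measured by: AK luminescence; Read-out basis: lysis from increased AK signal; Control set: Clomiphene as positive control.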
PGC1a acetyl inh = PGC1a acetylation modulation, inhibitor mode. 350,000 compounds, 0.17% hits. inhibition, % at 15.6 µM. U2OS PGC1a acetylation, AlphaScreen anti-acetyl-lysine; with virally co-expressed GCN5 acetyltransferase;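 active = every replicate shows inhibition of at least 40%; inconclusive = mean inhibition at least 40% but some replicate below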;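 also: 0% = neutral control wells and 100% = positive control wells; some results beyond the cut were filed as inactive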
ERAP1 inh = blocks human ERAP1 aminopeptidase activity | AID 652197 | 340,000 compounds, 0.15% hits | Q9NZ08 | inhibition, % at 10.7 µM | recombinant ERAP1, Leu-AMC fluorescence, 60 min;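 active = mean replicate inhibition of at least 30%, or all replicates individually reaching that 30% level; inactive = mean below 30% and not every replicate reaching it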;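 also: 0% = neutral control wells and 100% = L-leucinethiol positive control wells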
E-sel inducer = induces E-selectin expression in human endothelial cells; P16581; HUVEC E-selectin immunofluorescence imaging; normalized: neutral wells 0, TNF-alpha wells 100; activation, % at 7.58 µM; 260,000 compounds, 0.37% hits;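 active = mean E-selectin-positive cell signal at least 10% of the positive control, reached in at least 60% of replicates, without over 20% cell loss; inconclusive = no rule given, readout overlaps actives, possibly toxicity-flagged; inactive = the rest, including those meeting only one limit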;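 also: in these data hits start at about 27%; measured in HUVEC primary endothelial cells; signal is the percent of cells scored E-selectin positive by PE staining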
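Test system: HUVEC; input: 3,000 HUVEC/well; measured by: immunofluorescence imaging; read-out: % PE-positive cells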
RAD52 inh = inhibitors of human RAD52 DNA annealing. inhibition, % at 18.7 µM. 360,000 compounds, 0.46% hits. recombinant RAD52 DNA annealing, FRET fluorescence. P43351;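 active = every replicate showing at least 50% inhibition; inconclusive = mean inhibition at least 50% but not in every replicate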
PglD DTNB = blocks C. jejuni PglD acetyltransferase activity; 360,000 compounds, 0.098% hits; purified PglD enzyme, DTNB colorimetric CoA detection; inhibition, % at 12.5 µM; in the data active = inhibition above about 16%, passing the limit was not always enough; inconclusive = no clear call, values can overlap the other calls; also: strong numbers were not always called active
* marks the source's active call; other numbers are inactive results; ? = inconclusive; / = no result given; & = joins results of further samples; [ ] = dose if it differs, or a comment.

Structure	miR122 inh	RAD54 branch	Cneo AK release	PGC1a acetyl inh	ERAP1 inh	E-sel inducer	RAD52 inh	PglD DTNB
Cc1cc(=O)n2nc(N3CCCC(C(=O)NCc4ccc(Cl)cc4)C3)sc2n1 (stereo not given)	-4	-6	2	19	2	/	-5	5
COc1cc(C(C)=O)ccc1Oc1ncnc2c1cnn2-c1ccc(C)c(C)c1	-9	8	10	/	/	3.7	/	-1
Cc1noc(C)c1S(=O)(=O)Nc1ccc2c(c1)CC(=O)N([C@H](C)CO)C[C@@H](C)[C@H](CN(C)C(=O)NC(C)C)O2	-7[16.7 µM]	4	-1	5	2	0.0	-7	-2
CC(C)(C)C(=O)NC(n1cnc2c(N3CCOCC3)ncnc21)C(Cl)(Cl)Cl (stereo not given)	-2	4	0	/	-4	/	-14	2
C[C@@H]1CN([C@H](C)CO)C(=O)c2cc(NS(C)(=O)=O)ccc2O[C@@H]1CN(C)Cc1ccc2c(c1)OCO2	6[16.7 µM]	-2	1	3	3	20	5	16
COc1ccc(S(=O)(=O)N2CCN(C(=O)N(C)C)C2C)cc1 (stereo not given)	-18	2	0	-7	-1	-0.1	7	1
O=C(CCc1nc2ccccc2c(=O)[nH]1)NC1CCN(Cc2ccccc2)CC1	-1	-4	1	4	/	/	/	0
CC(=O)Cn1c(=O)c2c(nc3n2CCCN3Cc2ccccc2)n(C)c1=O	-5	4	0	5	0	/	2	-5
COc1ccc(NC(=O)c2cc(C3CCCCN3C(=O)C3CC3)on2)c(C)c1 (stereo not given)	2	4	1	2	-1	-0.1	-3	-1
CCCCN1C(=N)N([C@@H](C)CN2CCC[C@H]2CN2C(N)=NC[C@@H]2Cc2ccccc2)C[C@H]1Cc1ccccc1	/	4	2	/	-5	-0.7	21	-3
Cc1noc(C)c1NC(=O)N(C)C[C@@H]1OCc2cnnn2CCCC(=O)N([C@@H](C)CO)C[C@H]1C	2	-4&0&1	2&0&-20	2&3&5	2&0	-0.1&0.1	-22&-4&-8	6&-1&0
NC1=NC2CS(=O)(=O)CC2S1 (stereo not given)	-1	6	3	31	0	-1.6	-11	3
COc1cc(-c2coc3c(C(=O)NCc4ccc(N(C)C)cc4)cccc23)ccc1O	26	-3	0	/	0	0.0	-11	1
CSc1ncccc1C(=O)OCC(=O)N(C)Cc1ccc(C)cc1	-1	2	0	2	-11	/	-13	-9
COCCNC(=O)C1CC2Cn3c(nc4cc5ccccc5cc43)C2N1C (stereo not given)	-7	-7	3	4	0	0.1	-4	0
CCOc1ccc(C2CC(c3ccc(CC)cc3)Nc3nc(N)nn32)cc1 (stereo not given)	-2	-5	-1	-1	0	/	-2	-1
O=C(N/N=C/c1cccnc1)c1cccc(NC(=O)c2ccc(Cl)cc2)c1	1	-7	1	-15	/	/	/	4
CCCCNC(=O)c1[nH]c(C)c(C(C)=O)c1C	47	/	/	-1	9	/	-5	/
CCOC(=O)c1c(NC(=O)CC2SC(N)=NC2=O)sc2c1CCC(C)C2 (stereo not given)	-4	9	-2	-12	/	/	/	2
CN1C(=O)/C(=C/c2ccccc2Cl)Sc2ccc(C(=O)NCc3cccnc3)cc21	8	6	2	0	-1	0.0	-169	8
COc1cccc(OCc2cc(C(=O)N(Cc3ccccc3)CC3CC3)no2)c1	-5	-6	26	-18	3	/	-13	1
CCOc1ccccc1NC(=O)CCCCCN1C(=O)[C@@H]2Cc3ccccc3CN2C1=O	1	/	/	-8	1	8.9	-4	/
CCCCSc1nc2sc3c(c2c(=O)n1-c1ccccc1)CCN(C)C3	-17	20	1	6	-4	0.5	21	2
O=C(Nc1ccc(O)cc1)N1CCOCC1	-18	-7	-1	/	0	/	-7	0
CO[C@@H]1CN(C)C(=O)c2ccc(NC(=O)NC(C)C)cc2OC[C@@H](C)N(CC2CC2)C[C@H]1C	12[16.7 µM]	0	-1	-7	-2	0.0	16	4
Clc1cccc(Cc2c(-c3ccccc3)nc3c4ccccc4ccn23)c1	-2	-9	0	-2	-4	5.1	-105	-3
COc1ccc(-c2ccc3c(c2)O[C@@H](CN(C)Cc2ccccc2C(=O)O)[C@@H](C)CN([C@@H](C)CO)S3(=O)=O)cc1	-1[16.7 µM]	1	-1	-2	2	1.5	2	-7
O=C(Nc1ccc2c(c1)OCO2)N1[C@@H]2CNC[C@H]1C2c1ccc(-c2cccnc2)cc1 (stereo not given in full)	/	/	/	-3&2	-5&-4	-0.1&0.2	-1&19	/
COc1ccc(NC(=O)Nc2ccc3c(c2)C(=O)N([C@H](C)CO)C[C@H](C)[C@@H](CN(C)S(C)(=O)=O)OCCCC[C@@H](C)O3)cc1	7[16.7 µM]	3	57	8	-3	0.3	13	1
Oc1ccc(C23CCCC2C2(CCCC2)c2ccc(O)cc2O3)c(O)c1 (stereo not given)	3	6	1	-12	1	0.1	-7	0
S=c1[nH]nc(-c2ccc(Cl)cc2)n1/N=C/C=C/c1ccco1	-2	0	-2	-9	/	0.2	-17	-2
CC(=O)c1ccc(NC(=O)CSc2nc(N3CCOCC3)nc(N3CCOCC3)n2)cc1	-2	-7	1	1	4	0.4	-11	-4
FC(F)(F)c1cc(Oc2ccccc2)nc(-c2ccccn2)n1	0	-6	4	/	/	/	/	-7
O=C(Cn1ncn2cccc2c1=O)N1CCCCC1	-3	-4	0	-1	/	/	/	4
CSc1nc2[nH]c3c(c2c2ncnn12)CCCC3	-6	-6	-2	6	/	/	/	-2
COc1nc2ccc(C)cc2cc1-c1noc(-c2ccccc2)n1	1	-5	1	3	/	/	/	2
CCCC(C)NC(=O)c1ccc(OCc2ccc(Cl)cc2)c(OC)c1 (stereo not given)	3	-13	0	-1	0	/	-13	1
CCOC(=O)c1c(NC(=O)CSc2nnc(C)s2)sc2c1CCC(C)C2 (stereo not given)	3	6	1	-27	/	/	/	-6
NS(=O)(=O)c1ccc(CCNC(=O)C(=O)NCC2OCCN2S(=O)(=O)c2cccs2)cc1 (stereo not given)	-8	4	0	/	-1	/	-34	4
O=C(CCc1c[nH]c2ccccc12)N/N=C/c1ccc2c(c1)OCO2	6	-1	1	-7	-3	0.4	-14	-6
CCN(C[C@H]1[C@H](c2ccc(C3=CCCC3)cc2)[C@@H](CO)N1C(C)=O)C(C)=O	0[16.7 µM]	3	1	13	/	0.3	/	-2
CC(C)Cc1nnc(NC(=O)CCC(=O)N2CCN(c3ccc(F)cc3)CC2)s1	-9	5	-2	-2	-2	/	-2	-4
C[C@@H]1CCCCO[C@@H](CN(C)C(=O)CCCN(C)C)[C@@H](C)CN([C@@H](C)CO)C(=O)c2cc(NC(=O)c3ccccc3)ccc2O1	6[16.7 µM]	5	-8	3	2	1.7	-7	0
O=C1C2C3C=CC(C3)C2C(=O)N1c1ccccc1 (stereo not given)	1	-3	6	3	/	/	/	5
Cc1cc(C)c(-c2c(O)c3cccc4c3n(c2=O)CCC4)c(C)c1	-5	4	4	-4	/	/	/	-1
Cc1cc(=O)n2nc(-c3ccc(C(F)(F)F)cc3)sc2n1	11	6	2	/	/	/	/	-10
COCC#Cc1cnc2c(c1)C(=O)N([C@H](C)CO)C[C@@H](C)[C@H](CN(C)S(=O)(=O)c1ccccc1)O2	-7[16.7 µM]	-14	0	5	2	3.0	11	0
Cc1ccc(NC(=O)CN(C)C(=O)COc2cccc3ccc(C)nc23)cc1	30	-20	0	/	0	-0.1	-10	-4
COCC(=O)Nc1ccc2c(c1)[C@@H]1C[C@@H](CC(=O)N[C@H](C)c3ccccc3)O[C@@H](CO)[C@@H]1O2	1[16.7 µM]	1	8	6	-2	0.1	0	4
C[C@H](CO)N1C[C@H](C)[C@H](CN(C)S(=O)(=O)c2ccccc2C#N)OCc2cn(nn2)CCCC1=O	/	/	/	6	1	-0.1	-1	/

The list goes on.
Structure	miR122 inh	RAD54 branch	Cneo AK release	PGC1a acetyl inh	ERAP1 inh	E-sel inducer	RAD52 inh	PglD DTNB
Cc1ccc(C(C(=O)NCC2CCCO2)N(Cc2ccccc2F)C(=O)Cn2nnc(-c3cccs3)n2)cc1 (stereo not given)	5	-8	3	-6	/	/	/	1
COc1cc(CN(C(=S)NCC(=O)N2CCCC2)C2CCCC2)cc(OC)c1OC	/	/	/	7	0	-0.1	-7	/
O=C(NC(Cc1ccccc1)C(=O)O)/C(=C\c1ccc([N+](=O)[O-])cc1)NC(=O)c1ccco1 (stereo not given)	-1	-5	-1	3	0	0.0	-11	-4
O=C(Cc1ccccn1)N1CC(=O)N2[C@H](CO)[C@H](c3ccc(C#CC4CC4)cc3)[C@@H]2C1	/	/	/	-8	2	-0.6	-10	/
CCOc1ccc(NS(=O)(=O)c2ccc(C(=O)NCCCN3CCOCC3)cc2)cc1	7	-7	-3	3	4	12	-4	4
COc1ccc(NS(=O)(=O)c2ccc(/C=C/C(=O)O)cc2)cc1S(=O)(=O)N1CCOCC1	2	-2	-5	2	/	-0.4	-23	-2
Cc1ccc(N(CC(=O)NC(C)c2ccccc2)S(=O)(=O)c2c(C)n[nH]c2C)cc1 (stereo not given)	5	0	2	-3	-1	2.8	-5	-3
Cc1ccc(S(=O)(=O)N[C@H]2CC[C@@H](CCNC(=O)C3CCCC3)O[C@@H]2CO)cc1	-1[16.7 µM]	3	-1	0	1	?	-8	0
COc1ccc(Cl)cc1NC(=O)CN1CCN(C(=O)N2CCOCC2)CC1	-5	-1	-1	/	2	0.9	-14	0
CN(CC(=O)Nc1c(Cl)cccc1Cl)C(=O)CCNS(=O)(=O)c1ccccc1C(F)(F)F	5	-2	-2	5	0	-0.1	-11	-2
COCCCNC(=O)c1ccc2c(=O)n(CC3CCCO3)c(=S)[nH]c2c1 (stereo not given)	-5	0	-1	8	/	/	/	1
COc1ccc(OC)c(NC(=O)CSc2nc3scc(C)c3c(=O)[nH]2)c1	/	-1	0	/	-3	/	-17	-2
O=C(Nc1ccc(-n2cnnn2)cc1)C1CCCN1C(=O)Nc1ccc(Br)cc1 (stereo not given)	3	/	/	-21	4	0.4	-7	/
COc1cc(/C=N/Nc2snc(SC)c2C#N)ccc1O	3	8	-4	-12	/	/	/	-1
CC1c2cc3c(cc2CCN1C(=O)c1cccc(F)c1)OCCCO3 (stereo not given)	6	27	-1	3	-5	/	-7	-1
O=C(O)CCc1ccc(S(=O)(=O)Nc2cc(C(F)(F)F)ccc2N2CCCC2)cc1	0	-1	0	/	-1	/	-11	0
CCNc1c(NS(=O)(=O)c2ccc(F)c(Cl)c2)c(=O)oc2ccccc12	/	-9	-2	/	1	/	-1	-3
CC(Sc1ccc(Cl)cc1)C(=O)Nc1ccc2c(c1)OCO2 (stereo not given)	-9	-3	0	-5	/	/	/	-12
COc1ccc(CNC(=O)CC(C)c2ccccc2)cc1 (stereo not given)	0	-16	-1	/	-1	1.1	-11	1

Arranged by the number under PglD DTNB (descending): three from the list above
| molecule | PglD DTNB |
| --- | --- |
| COc1ccc(Cl)cc1NC(=O)CN1CCN(C(=O)N2CCOCC2)CC1 | 0 |
| CC1c2cc3c(cc2CCN1C(=O)c1cccc(F)c1)OCCCO3 (stereo not given) | -1 |
| CCNc1c(NS(=O)(=O)c2ccc(F)c(Cl)c2)c(=O)oc2ccccc12 | -3 |
